S100A4 inh HTS = inhibitors of human S100A4 binding to myosin IIA peptide | S100A4/TAMRA-MyoIIA peptide fluorescence polarization | actives 0.14% (n = 360,000) | AID 652163 | inhibition, % at 10.7 µM | P26447;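 active = mean inhibition of at least 70% across replicates, with every replicate also reaching that level; inconclusive = mean inhibition reaches 70% but some replicates fall short; inactive = mean inhibition below 70%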
Target sequence (P26447 whole entry, looked up): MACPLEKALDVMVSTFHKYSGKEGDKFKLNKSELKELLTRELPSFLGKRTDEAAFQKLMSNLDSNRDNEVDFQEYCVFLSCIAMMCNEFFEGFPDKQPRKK
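Assay system: human S100A4 monomer with TAMRA-labelled myosin IIA peptide / Buffer or medium: Calcium-containing HEPES buffer, pH 7.2 / Reagent: TAMRA-labelled myosin IIA heavy-chain peptide probe, 5 nM / Compound: one dose per compound / Timing: polarization read 5 min after assay mix addition, stable 5–60 min / Benchmarks: neutral control DMSO, positive control TFP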
esBAF inh = SWI/SNF esBAF complex inhibition | mouse ES cells, Bmi1-luciferase knock-in reporter, 24 h; 100% = twice the neutral-well signal | reporter increase, % at 12.5 µM | actives 2% (n = 350,000); in the data active = activation above about 40%; inconclusive = no clear call, values can overlap the other calls;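 also: 0% = median of the plate's neutral control wells and 100% = double that signal; a rise in the Bmi1 reporter signal indicates esBAF inhibition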
E-selectin induc = E-selectin induction on HUVECs; HUVEC E-selectin immunofluorescence imaging; normalized: neutral wells 0, TNF-alpha wells 100; activation, % at 7.58 µM; actives 0.37% (n = 260,000);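 active = mean E-selectin-positive cell signal at least 10% of the positive control, reached in at least 60% of replicates, without over 20% cell loss; inconclusive = no rule given, readout overlaps actives, possibly toxicity-flagged; inactive = the rest, including those meeting only one limit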;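 also: in these data hits start at about 27%; measured in HUVEC primary endothelial cells; signal is the percent of cells scored E-selectin positive by PE staining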
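Material: HUVEC primary endothelial cells; Amount: 3,000 cells per well; Dosing: single concentration; Medium: EGM-2 growth medium on 0.1% gelatin-coated wells; Read-out basis: percent E-selectin-positive cells; Signal: immunofluorescence imaging; Control set: TNF-alpha, DMSO.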
XiGFP reactiv = X-chromosome reactivation activator. XiGFP mouse fibroblasts, % GFP-positive cells imaging, 3 d; cells co-treated with 5-aza-dC sensitizer; scaled so ellipticine positive control = 100%. activation, % at 7.58 µM. actives 0.055% (n = 360,000). AID 743238;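 active = mean normalized replicate activation at least 10% and every replicate at or above 10%; inconclusive = only one of the two criteria met; inactive = mean below 10% and not all replicates reach 10%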;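 also: 0% = median of on-plate neutral control wells and 100% = ellipticine 6 µM median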
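Material: XiGFP fibroblasts, SV40-immortalized. Buffer or medium: DMEM plus 5-aza-dC sensitizer. Compound: single concentration per compound, delivered by pin transfer. Times: 3 days compound exposure. Controls: ellipticine 6 µM.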
RAD54 branch = RAD54 (human) branch migration inhibition; RAD54 Holliday junction branch migration, FAM/BHQ fluorescence; inhibition, % at 10.4 µM; actives 0.14% (n = 360,000);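 active = mean normalized replicate activity at least 40 and at least half of replicates scoring 40 or more; inconclusive = only one of the two criteria met; inactive = mean below 40 and under half of replicates reaching 40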;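 also: 0% = median of neutral control wells and 100% = median of positive control wells; inhibitors cause a drop in the FAM fluorescence signal; in these data hits start at about 50%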
Target sequence (Q92698 whole entry, looked up): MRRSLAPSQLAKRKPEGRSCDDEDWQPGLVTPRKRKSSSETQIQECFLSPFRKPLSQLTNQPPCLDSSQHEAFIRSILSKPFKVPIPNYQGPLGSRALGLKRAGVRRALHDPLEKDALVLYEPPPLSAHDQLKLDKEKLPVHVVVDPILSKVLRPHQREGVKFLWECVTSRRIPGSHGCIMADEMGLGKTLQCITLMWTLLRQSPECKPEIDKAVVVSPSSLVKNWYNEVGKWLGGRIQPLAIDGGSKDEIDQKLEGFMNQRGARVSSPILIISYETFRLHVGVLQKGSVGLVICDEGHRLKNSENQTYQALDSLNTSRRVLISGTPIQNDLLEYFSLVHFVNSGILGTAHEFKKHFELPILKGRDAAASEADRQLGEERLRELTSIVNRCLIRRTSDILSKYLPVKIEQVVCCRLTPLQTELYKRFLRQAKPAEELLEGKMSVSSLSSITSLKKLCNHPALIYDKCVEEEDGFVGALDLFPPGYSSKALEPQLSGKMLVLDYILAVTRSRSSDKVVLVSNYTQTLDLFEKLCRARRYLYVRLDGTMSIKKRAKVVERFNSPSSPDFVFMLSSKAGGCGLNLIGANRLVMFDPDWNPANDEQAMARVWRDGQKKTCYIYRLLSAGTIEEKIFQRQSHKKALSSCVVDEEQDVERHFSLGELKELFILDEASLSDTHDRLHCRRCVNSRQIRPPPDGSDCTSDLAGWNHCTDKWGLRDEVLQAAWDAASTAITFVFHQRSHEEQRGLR
ERAP1 inh = ERAP1 (human) enzyme inhibition | Q9NZ08 | recombinant ERAP1, Leu-AMC fluorescence, 60 min | inhibition, % at 10.7 µM | actives 0.15% (n = 340,000);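 active = mean replicate inhibition of at least 30%, or all replicates individually reaching that 30% level; inactive = mean below 30% and not every replicate reaching it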;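 also: 0% = neutral control wells and 100% = L-leucinethiol positive control wells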
ERp5 inh = blocks human ERp5 reductase activity on insulin. ERp5 insulin aggregation, absorbance 650 nm, 90 min. inhibition, % at 9.99 µM. actives 0.05% (n = 350,000). AID 651711;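 active = mean replicate inhibition above about 25%, with every replicate also reaching it, limit read from the data, passing the limit was not always enough; inconclusive = only one of those two criteria met; inactive = neither criterion met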
RAD52 inh = RAD52 (human) annealing inhibition; actives 0.46% (n = 360,000); recombinant RAD52 DNA annealing, FRET fluorescence; inhibition, % at 18.7 µM; AID 651710; P43351;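 active = every replicate showing at least 50% inhibition; inconclusive = mean inhibition at least 50% but not in every replicate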
Numbers without * were called inactive; ? = inconclusive; . = not tested or not shown; & = joins results of further samples.

nr	canonical_smiles	S100A4 inh HTS	esBAF inh	E-selectin induc	XiGFP reactiv
1	Cc1ccccc1-n1c(=O)n(Cc2ccco2)c(=O)c2[nH]cnc21	-5.4	-11.2	3.5	0.1
2	CC(C)NC(=O)N(C)C[C@H]1Oc2ccc(NS(=O)(=O)c3ccc(Cl)cc3)cc2C(=O)N([C@H](C)CO)C[C@H]1C	-5.7	0.6	-0.1	-0.3
3	Cc1cc(C)n2nc(C(=O)OCC(=O)N(CC(C)C)CC(C)C)nc2n1	-2.5	4.3	-1.4	-0.2
4	CNC[C@H]1Oc2c(NC(=O)C3CCCCC3)cccc2C(=O)N([C@@H](C)CO)C[C@H]1C	-24.9	0.9	-0.2	0.0
5	CC=Cc1ccc2n(c1=O)C[C@H]1[C@H](CO)[C@@H](C(=O)Nc3nccs3)N(Cc3cc(F)ccc3F)[C@@H]21 (mixture of isomers)	0.1	1.0	-0.1	0.1
6	CN(Cc1ccc(Cl)c(Cl)c1)C(C(=O)NCc1ccccc1)c1ccc(C(F)(F)F)cc1 (centres undefined)	0.1	.	0.0	-0.1
7	CC1=CC(C)C2C(=O)N(c3ccccc3)C(=O)C2C1 (centres undefined)	1.6	-1.9	.	.
8	CCCC(=O)Nc1ccc2c(c1)OC[C@@H](C)N(C(=O)CC)C[C@H](C)[C@@H](OC)CN(C)C2=O	14.0	1.9	-0.1	0.3
9	Cc1ccccc1S(=O)(=O)N1CCN(C)CC1	-42.7	0.7	.	0.0
10	COc1ccccc1C=NN1CCCCCC1	1.9	1.2	0.0	0.3
11	COc1ccc(NC(=O)N2CC(=O)N3[C@H](C2)[C@H](c2ccc(/C=C/c4ccccc4)cc2)[C@@H]3CO)cc1	-11.4	.	-0.7	0.1
12	C[C@@H]1CN([C@H](C)CO)C(=O)CCCn2cc(nn2)CO[C@@H]1CN(C)CC1CCCCC1	-0.4	0.1	0.1	-0.3
13	COc1ccc(S(=O)(=O)N2[C@@H]3CNC[C@H]2C3c2ccc(-c3ccccc3F)cc2)cc1 (some centres undefined)	-38.7	.	-0.2	0.0
14	O=C(CN1C(=O)c2ccccc2S1(=O)=O)Nc1ccc([N+](=O)[O-])cc1	-5.1	-20.1	.	-0.1
15	CN1c2ccc(-c3ccccc3F)cc2[C@H]2[C@H](CCN2C(=O)Cc2ccccn2)[C@H]1CO	1.0	7.8	-0.7	-0.1

nr	RAD54 branch	ERAP1 inh	ERp5 inh	RAD52 inh
1	-5.8	1.1	-2.4	-4.0
2	-15.8	-0.1	-0.2	-5.1
3	-4.0	1.9	1.8	-7.4
4	6.9	2.4	-10.2	-6.1
5	-8.7	5.2	-1.7	-42.6
6	.	.	0.2	-24.1
7	-2.6	11.2	1.1	-3.1
8	7.4	-2.6	-0.8	-6.5
9	5.3	-3.4	5.0	-12.2
10	-1.9	-3.0	3.5	-10.3
11	.	1.0	-5.1	-10.8
12	0.9	.	-8.5	0.2
13	.	-2.8	7.4	-51.5
14	0.8	-0.8	-5.7	-11.5
15	10.8	-3.0	-1.5	-17.1

Next entries follow.
nr	canonical_smiles	S100A4 inh HTS	esBAF inh	E-selectin induc	XiGFP reactiv
16	Cc1ccc(-c2nnn(CC(=O)N(CCO)C(C(=O)NC3CCCCC3)c3ccncc3)n2)o1 (centres undefined)	-0.4	.	.	0.0
17	CCCNC(=O)Nc1ccc2c(c1)C(=O)N(C)[C@H]1CC[C@H](CC(=O)NCc3ccccc3)O[C@@H]1CO2	13.3	-4.2	0.2	0.3
18	CCNC(=O)C[C@@H]1CC[C@@H](NC(=O)C2CCOCC2)[C@H](CO)O1	4.0	2.7	-0.5	-0.1
19	C[C@@H]1CCCCO[C@H](CN(C)S(=O)(=O)c2ccc(F)cc2)[C@@H](C)CN([C@H](C)CO)C(=O)c2cc(NS(C)(=O)=O)ccc2O1	0.9	4.3	1.1	0.1
20	C[C@@H]1CN([C@H](C)CO)C(=O)c2cccc(NC(=O)c3ccncc3)c2O[C@@H]1CN(C)Cc1ccc(C(=O)O)cc1	15.2&18.9	-1.6&10.3	0.0	0.6&0.0
21	O=C(Nc1ccc2c(c1)OCCO2)C(c1cc2ccccc2o1)N1CCN(c2ccc(C(F)(F)F)cn2)CC1 (centres undefined)	-16.7	-20.9	-0.1	0.9
22	O=C(NCCCN1CCCC1=O)Nc1ccc([N+](=O)[O-])cc1	2.7	6.6	0.2	0.0
23	Cn1ncc(Br)c1C(=O)NC1CCCC1	-2.2	-11.1	-0.1	0.1
24	CS(=O)(=O)N1CCN(c2cnn(-c3ccccc3)c(=O)c2Cl)CC1	-3.0	7.3	.	-0.1
25	O=C(C[C@H]1CC[C@H]2[C@@H](COC[C@@H](O)CN2Cc2ccc(Cl)cc2)O1)NCc1ccccc1Cl	-1.3	4.0	0.1	0.3
26	O=C1C2C3C=CC(C3)C2C(=O)N1c1ccc(S(=O)(=O)Nc2nccs2)cc1 (centres undefined)	3.1	-1.4	0.6	0.0
27	CCCNC(=O)[C@H]1[C@H](CO)[C@H]2Cn3c(ccc(C4=CCCC4)c3=O)[C@@H]1N2C(=O)CC	0.3	2.0	-0.2	0.2
28	COc1ccc(OCC(=O)NCC(c2cccs2)N2CCOCC2)cc1 (centres undefined)	8.3	.	0.1	0.0
29	O=C(Cc1ccccc1)NCC(=O)Nc1cccc(Cl)c1	1.4	2.9	0.5	0.4
30	COc1ccccc1N1CC(C(=O)Nc2nnc(SCC(=O)NCC3CCCO3)s2)CC1=O (centres undefined)	-1.5	4.0	1.1	0.2

nr	RAD54 branch	ERAP1 inh	ERp5 inh	RAD52 inh
16	.	-3.6	0.7	-15.2
17	-9.7	0.7	5.0	12.5
18	1.2	0.6	14.7	-8.1
19	2.1	-3.7	2.7	-7.8
20	7.4&-13.3	2.0&2.4	0.3&-5.0	7.2&-29.3
21	-3.1	-1.2	1.4	-5.9
22	-0.4	1.3	5.5	-7.3
23	-0.4	-0.4	4.4	-15.9
24	-15.5	-2.7	-1.9	-9.5
25	5.5	-0.6	2.0	23.1
26	-3.1	.	-1.5	-15.0
27	-8.8	0.1	5.5	-1.2
28	-10.0	-4.4	-2.1	-6.2
29	25.0	-0.4	-3.4	-13.3
30	5.0	-1.7	-4.6	-16.7

New compounds follow
nr	canonical_smiles	S100A4 inh HTS	esBAF inh	E-selectin induc	XiGFP reactiv
31	O=C(CSc1ccccn1)N1CCCC(Nc2ccc(F)c(F)c2)C1 (centres undefined)	-2.5	.	-0.6	0.0
32	C[C@H](CO)N1C[C@H](C)[C@H](CN(C)C(=O)c2ccccc2)OCc2cnnn2CCCC1=O	-13.2&4.2&13.2	3.0&0.5&-3.0	0.1&0.0	0.1&0.4
33	C[C@H](CO)N1C[C@H](C)[C@@H](CN(C)Cc2ccc(Oc3ccccc3)cc2)Oc2ccc(NS(=O)(=O)c3cccs3)cc2C1=O	-7.5	-2.4	-4.6	0.1
34	CCN(CC)C(=O)[C@H]1C[C@@H]2[C@H](C[C@@H](c3ccccc3)[C@H]1C)N(c1ccc(F)cc1)C(=O)N2C/C=C(\C)CCC=C(C)C	1.6	.	-0.2	0.3
35	Cc1ccc(N(C)C(=O)C2CCCN2S(=O)(=O)c2ccc3c(c2)n(C)c(=O)c(=O)n3C)cc1 (centres undefined)	-6.1	1.8	.	0.2
36	C[C@H]1CN([C@@H](C)CO)C(=O)c2cc(C#Cc3cccnc3)cnc2O[C@@H]1CN(C)Cc1ccccc1	5.9	.	-0.3	0.2
37	Cc1noc(C)c1NC(=O)Nc1ccc2c(c1)CC(=O)N([C@H](C)CO)C[C@H](C)[C@@H](CN(C)S(=O)(=O)c1cn(C)cn1)O2	.	-5.7	-0.1	-1.0
38	Cc1c(Cl)c(C(F)(F)F)nn1CC(=O)NN	2.4	.	-0.3	0.0
39	C[C@@H]1CN([C@H](C)CO)S(=O)(=O)c2ccc(/C=C/c3ccccc3)cc2O[C@@H]1CN(C)C(=O)NC1CCCC1	-4.6	0.2	-3.3	-0.4
40	CCCN1CCN(C(=O)c2cc(COc3ccc(F)c(F)c3)on2)CC1	-4.5	?	0.0	0.0
41	CCC(C)c1ccc(-n2c(=O)c3ccccc3n3c(=S)[nH]nc23)cc1 (centres undefined)	3.9	-2.8	.	0.1
42	CNC[C@H]1OCCCC[C@@H](C)Oc2ccc(NC(=O)c3ccncc3)cc2C(=O)N([C@@H](C)CO)C[C@H]1C	1.0	-2.8	0.0	0.0
43	COc1cccc(S(=O)(=O)N(C)C[C@H]2OCc3ccccc3-c3ccccc3C(=O)N([C@@H](C)CO)C[C@@H]2C)c1	6.7	4.4	-3.6	0.0
44	O=S(=O)(/C=C/C=C/S(=O)(=O)c1ccccc1)c1ccccc1	7.1	.	0.5	4.0
45	Cc1cc(=O)n2nc(N3CCC(C(=O)NCc4cccc(Cl)c4)CC3)sc2n1	-9.1	2.3	.	0.0
46	Cc1ccc(Cn2ncc3c(NCCCN(C)C)ncnc32)cc1	-4.4	-1.9	0.0	0.4
47	COc1ccc(N=Cc2nc(-c3ccccc3)oc2OC(C)=O)cc1	-4.7	-7.4	.	0.0
48	COc1ccc(N(C(=O)/C=C/c2ccccc2)C2=CC3CCC(C2)N3C)cc1 (centres undefined)	7.6	1.3	0.1	0.0

nr	RAD54 branch	ERAP1 inh	ERp5 inh	RAD52 inh
31	4.3	0.2	3.4	-22.2
32	-1.3&-0.9&-3.9	-2.8&1.8&-3.2	-9.3&2.1&7.0	-10.3&-1.6&2.8
33	-0.9	-1.3	-7.9	14.0
34	.	1.2	-3.1	-0.1
35	-3.5	4.5	9.5	-6.7
36	8.9	-1.2	2.7	0.0
37	6.1	.	.	.
38	.	2.9	-3.8	-12.3
39	-6.6	-0.6	-6.3	-0.8
40	5.0	-5.5	0.8	-8.6
41	-0.8	-1.2	1.7	-8.1
42	-3.9	-0.5	1.7	-50.8
43	-5.0	-4.2	-0.2	17.2
44	.	3.1	2.1	-26.9
45	-8.6	0.6	-5.7	-24.0
46	-15.6	-1.4	3.0	-9.0
47	-0.8	0.0	-10.1	-1.5
48	-1.5	-0.6	-2.2	-5.2

Source: PubChem BioAssay

Random draw from the library; overall some 2.5% were active at least once.
